# KCNQ2 inh: KCNQ2 channel blockers in CHO-K1 cells – cell-based, FluxOR thallium flux, B-score, primary screen (AID 2156); O88943; 20 min; stronger effect = lower value; B-score at 10 µM; actives 1.1% (n = 310,000);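 active means fluorescence ratio B-score at most minus 3 library SDs, with starting brightness B-score within 2 library SDs, cut at about -5.5 in these data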
# CHT block: inhibits the human high affinity choline transporter | Q9GZV3 | CHT-expressing cells, membrane potential dye, choline response; stronger effect = lower value | B-score at 10 µM | actives 0.86% (n = 310,000) | AID 488975;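 active means B-score over 3 SD under the library average, and starting fluorescence ratio not unusually high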;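 further: choline stimulus applied at its EC90 after an EC20 pre-addition; B-score computed on integrated fluorescence ratio after choline addition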
# Target sequence (Q9GZV3 whole entry, looked up): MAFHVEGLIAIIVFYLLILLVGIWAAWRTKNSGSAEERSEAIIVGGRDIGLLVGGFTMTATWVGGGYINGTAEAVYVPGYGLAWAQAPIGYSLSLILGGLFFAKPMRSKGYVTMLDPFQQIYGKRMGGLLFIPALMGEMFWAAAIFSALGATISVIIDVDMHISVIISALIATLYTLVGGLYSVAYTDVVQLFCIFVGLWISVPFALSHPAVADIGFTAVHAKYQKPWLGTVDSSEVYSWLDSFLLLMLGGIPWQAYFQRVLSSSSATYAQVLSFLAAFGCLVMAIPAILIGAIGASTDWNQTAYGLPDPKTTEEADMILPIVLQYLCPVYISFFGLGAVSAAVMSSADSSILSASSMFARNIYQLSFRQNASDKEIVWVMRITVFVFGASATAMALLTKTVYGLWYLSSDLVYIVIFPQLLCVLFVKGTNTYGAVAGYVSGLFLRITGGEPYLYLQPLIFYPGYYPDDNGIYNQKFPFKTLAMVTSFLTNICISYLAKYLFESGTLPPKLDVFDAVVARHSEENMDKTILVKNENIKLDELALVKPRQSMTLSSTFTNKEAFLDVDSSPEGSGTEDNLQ
# Numbers without * were called inactive; i = inactive; nt = not tested or not shown.
# Value order – KCNQ2 inh | CHT block
O=c1c2ccccc2c(-c2ccccc2)nn1-c1cc(Cl)ccc1[N+](=O)[O-]
  nt | i
COc1ccc(NC(=O)c2cc3ccccc3cc2OC)cc1OC
  i | i
O=C(CSc1ncnc2ccccc12)c1ccc2c(c1)OCCO2
  i | i
COc1cc(C(=O)N2CCN(Cc3ccc4c(c3)OCO4)CC2)cc(OC)c1OC
  i | i
CCc1ccc(C2=NN(C(=O)OC)C(O)(C(F)(F)F)C2)cc1 (configuration not stated)
  i | i
O=c1[nH]c(N/N=C/c2ccccc2Br)nnc1-c1ccccc1
  i | i
CCOc1ccc(-c2csc(Cn3c(CN4CCN(C)CC4)nc4ccccc4c3=O)n2)cc1
  i | i
O=C(CCN1C(=O)c2ccccc2S1(=O)=O)Nc1ccc(F)c([N+](=O)[O-])c1
  i | i
Cc1cc(=O)[nH]c2cc(Cl)ccc12
  i | i
CCN(CC)C(=O)c1scc2c1OCCO2
  i | i

# Value order – KCNQ2 inh | CHT block
COC(=O)CSC(=S)N1CCCC(C)C1 (configuration not stated)
  i | i
COc1ccccc1NC(=O)CSc1nnnn1-c1ccc2c(c1)OCO2
  i | i
CCN1CCN(C(CNS(=O)(=O)c2ccc(Cl)cc2)c2ccccc2)CC1 (configuration not stated)
  i | i
CCOC(=O)C1CCCN(S(=O)(=O)c2cc(C(=O)OC)n(C)c2)C1 (configuration not stated)
  i | i
O=C(CC1SC(N2CCCC2)=NC1=O)Nc1ccc(C(=O)N2CCCC(C(F)(F)F)C2)cc1 (configuration not stated)
  i | i
Cn1cnc(S(=O)(=O)N2CCc3ccccc32)c1
  i | i
CSc1cccc(NC(=O)Nc2ccc(Cl)cc2)c1
  i | i
CCOc1ccc(-c2nc(C#N)c(NCc3ccc4c(c3)OCO4)o2)cc1
  i | i
O=C(COC(=O)c1ccc(O)cc1)Nc1cccc(S(=O)(=O)N2CCCCC2)c1
  i | i
COc1ccccc1NC(=O)CCNS(=O)(=O)c1ccc2[nH]c(=O)oc2c1
  i | i

# Quoted from the listing (five entries):
# Value order – KCNQ2 inh | CHT block
Cn1cnc(S(=O)(=O)N2CCc3ccccc32)c1
  i | i
CSc1cccc(NC(=O)Nc2ccc(Cl)cc2)c1
  i | i
CCOc1ccc(-c2nc(C#N)c(NCc3ccc4c(c3)OCO4)o2)cc1
  i | i
O=C(COC(=O)c1ccc(O)cc1)Nc1cccc(S(=O)(=O)N2CCCCC2)c1
  i | i
COc1ccccc1NC(=O)CCNS(=O)(=O)c1ccc2[nH]c(=O)oc2c1
  i | i

# Following part:
# Value order – KCNQ2 inh | CHT block
COc1cc2ccccc2cc1C(=O)Nc1ccccc1N1CCN(S(C)(=O)=O)CC1
  i | i
CCOC(=O)CSc1ccc2nnc(CCNS(=O)(=O)c3ccc(C)cc3)n2n1
  i | i
COc1ccc(NCN2C(=O)C3C4C=CC(C4)C3C2=O)cc1 (configuration not stated)
  i | i
O=c1c2ccccc2nnn1CSc1nc2sc3c(c2c(=O)n1CC1CCCO1)CCC3 (configuration not stated)
  i | -11*
CC1CCC(NC(=O)C2CCC(CNc3c(N4CCCCC4)c(=O)c3=O)CC2)CC1 (configuration not stated)
  i | i
CN1CCN(C(=O)c2ccc(C(F)(F)F)cc2)CC1
  i | i
COc1ccc(N2CCN(C(=O)C3CCN(S(=O)(=O)c4ccc5c(c4)oc(=O)n5C)CC3)CC2)cc1
  i | i
CC(c1ccon1)N(C)Cc1cn(C)nc1-c1ccc2c(c1)OCCO2 (configuration not stated)
  i | i
COC(=O)c1[nH]c2ccc(C)cc2c1NC(=O)CN1CCC(C)CC1
  i | i
CCC(Nc1nc(-c2ccccc2)nc2ccccc12)C(=O)O (configuration not stated)
  i | i

# Value order – KCNQ2 inh | CHT block
C=CCSc1nnc(NC(=O)C2=COCCO2)s1
  i | i
Cc1cccc(CCNC(=O)c2cccc3c2C(=O)N(C2CCCCC2)C3)c1
  i | i
CSc1nc(C(=O)N2CCCC(Nc3ccc(C)c(C)c3)C2)cs1 (configuration not stated)
  i | i
O=C(c1ccc(COc2ccc(Cl)cc2)o1)N1CCN(Cc2ccc3c(c2)OCO3)CC1
  i | i
COc1ccc(C2Nc3ccccc3C(=O)N2O)cc1CN1CCOCC1 (configuration not stated)
  i | i
CC(=O)Nc1cccc(C(=O)OC(C)C(=O)NC(=O)NC2CCCCC2)c1 (configuration not stated)
  i | i
O=C(CN(C1CCCCC1)S(=O)(=O)c1ccc(F)cc1)Nc1ccc2c(c1)OCO2
  i | i
C=CCSc1nc2c(c(=O)[nH]1)C(c1ccccc1)C(C#N)=C(N)O2 (configuration not stated)
  i | i
CC1CN(C(=O)CN2C(=O)NC3(CCCCCCC3)C2=O)CC(C)O1 (configuration not stated)
  i | i
Cc1cccc(CS(=O)(=O)Cc2ccc(C(=O)NCCc3ccccc3)o2)c1
  i | i

# Entries listed so far containing a CF3 group, in the order listed:
# Value order – KCNQ2 inh | CHT block
CCc1ccc(C2=NN(C(=O)OC)C(O)(C(F)(F)F)C2)cc1 (configuration not stated)
  i | i
O=C(CC1SC(N2CCCC2)=NC1=O)Nc1ccc(C(=O)N2CCCC(C(F)(F)F)C2)cc1 (configuration not stated)
  i | i
CN1CCN(C(=O)c2ccc(C(F)(F)F)cc2)CC1
  i | i

# Additional compounds follow:
# Value order – KCNQ2 inh | CHT block
CC(C)Oc1ccc(N2CC(C(=O)Nc3ccc(N4CCOCC4)cc3)CC2=O)cc1 (configuration not stated)
  i | i
Cc1cc(NC(=O)CSc2nc(-c3ccc(Br)cc3)nc3c2c(=O)n(C)c(=O)n3C)no1
  i | i
CCOCC(=O)NCc1ccc2c(c1)OCO2
  i | i
Cc1ccc(NC(=O)COc2coc(CN3CCc4ccccc4C3)cc2=O)c(C)c1
  i | i
CC(=O)C1C(c2ccc(F)cc2)c2c(noc2C)CC1(C)O (configuration not stated)
  i | i
COc1ccc(CN2CCN(C(=O)C3CCC(CNS(=O)(=O)c4ccc(C)cc4)CC3)CC2)c(OC)c1OC (configuration not stated)
  i | i
Cc1ccc2occ(C(c3nnnn3C3CCCC3)N3CCN(C(=O)c4ccco4)CC3)c(=O)c2c1 (configuration not stated)
  i | i
CCN(CC)S(=O)(=O)c1ccc(NC(=O)Cc2cccs2)cc1
  i | i
CC(=O)Nc1ccc(SC[C@H](CC(C)C)N2CCN(CCc3ccccc3)CCC2=O)cc1
  i | i
COc1ccc(OC)c(C2C(C(=O)c3ccco3)=C(O)C(=O)N2CC2CCCO2)c1 (configuration not stated)
  i | i

# Value order – KCNQ2 inh | CHT block
Cc1ccccc1-n1c(C)nnc1SCC(=O)NNC(=O)c1ccccc1
  i | i
CCCN1CCc2c(sc(NC(=O)C3CCN(S(=O)(=O)c4cccs4)CC3)c2C(N)=O)C1
  i | i
O=C(Nc1cccc2ccccc12)c1cnsn1
  i | i
Cc1cc(=O)oc(C)c1C(=O)OCC(=O)c1ccc(Br)cc1
  i | i
CCC(c1nnnn1C(C)(C)C)N(Cc1cccs1)Cc1cc2cc(C)c(C)cc2n2nnnc12 (configuration not stated)
  -5.9* | i
Cn1c(=O)c2c(nc(Oc3cccc(Br)c3)n2C)n(C)c1=O
  i | i
Cn1c(=O)n(CC(=O)O)c(=O)c2c1nc1n2CCCN1CCc1ccccc1
  i | i
Cc1cc(NC(=O)c2ccc(N3C(=O)C4C5C=CC(C5)C4C3=O)cc2)no1 (configuration not stated)
  i | i
COc1ccccc1N1CCN(S(=O)(=O)CCNC(=O)C2CCCCC2)CC1
  i | i
CCc1ccc(/C=C2/SC(N3CCOCC3)=NC2=O)cc1
  i | i

# KCNQ2 inh, hit marks shown above
# Value order – KCNQ2 inh | CHT block
CCC(c1nnnn1C(C)(C)C)N(Cc1cccs1)Cc1cc2cc(C)c(C)cc2n2nnnc12 (configuration not stated)
  -5.9* | i

# Next part.
# Value order – KCNQ2 inh | CHT block
Cc1cc(OCC(=O)NCc2ccccn2)cc(C)c1Br
  i | i
Cc1cc(C)c(S(=O)(=O)Nc2ncn[nH]2)cc1C
  i | i
O=C(Nc1ccccc1)N1CCCN(c2nccc(C(F)(F)F)n2)CC1
  i | i
CC(C)(C)c1ccc(C(CC(=O)O)NC(=O)Cc2ccc(F)cc2)cc1 (configuration not stated)
  i | i
O=C(COc1ccccc1O)Nc1ccccc1Cl
  i | i
COc1ccccc1N1CCN(C2CCCN(C(=O)c3oc(C)cc3C)C2)CC1 (configuration not stated)
  i | i
CCOc1ccc(NC(=O)CSc2nnc(C)n2CCCOC)cc1
  i | i
CC(=O)O/N=C(\N)c1cnn2c(C(F)(F)F)cc(C(F)(F)F)nc12
  i | i
CCOc1ccc(CCNC(=O)c2cc(C)nn2-c2ccccc2)cc1
  i | i
CCOc1ccc(C(=O)CCN2CCOCC2)cc1
  i | i

# Value order – KCNQ2 inh | CHT block
CCOCCCn1c(=S)[nH]c2cc(C(=O)NCCc3ccccc3)ccc2c1=O
  i | i
CCCN(CCC)CCNC(=O)c1cc2c(=O)n(C)c3ccccc3c2n1C
  i | i
O=C(O)Cc1csc(NC(=O)CSc2nnnn2-c2ccc(O)cc2)n1
  i | i
CCc1ccccc1NC(=O)c1cc(S(=O)(=O)N(C)C)ccc1N1CCCC1
  i | i
O=C(NNC(=O)c1cccc([N+](=O)[O-])c1)c1ccncc1
  i | i
CC1(C)Oc2ccc3ccc(=O)oc3c2-c2cnoc21
  i | i
CC1CCc2c(sc(NC(=O)C3CCCO3)c2C#N)C1 (configuration not stated)
  i | i
COc1ccc(OC)c(S(=O)(=O)Nc2c(F)cccc2F)c1
  i | i
COc1ccnc(CSC(N)=Nc2ccc(F)cc2)c1
  i | i
CN(CC(=O)Nc1ccc(N2CCOCC2)cc1)C(=O)c1ccc(O)c(Cl)c1
  i | i

# Value order – KCNQ2 inh | CHT block
CC1CCN(C(=O)c2cc3nc(-c4ccccc4)cc(-c4ccccc4)n3n2)CC1
  -7.8* | i
COc1ccc(C(=O)NCCSCc2ccco2)cc1OC
  i | i
Cc1cc(C)c2nc(SCC(=O)Nc3ccccc3N3CCOCC3)c(C#N)cc2c1
  i | i
Oc1oc(-c2ccccc2)nc1/C=N/c1nccs1
  i | i
O=C(NCCCN1CCOCC1)c1ccc(CNS(=O)(=O)c2ccc(F)cc2)cc1
  i | i
Cc1ccc(CNC(=O)CSc2nc3ccsc3c(=O)n2Cc2ccccn2)cc1
  i | i
COc1ccccc1CN1C[C@@H]2C[C@@H](c3cccc(C)c3)N3CCC[C@@]23C1=O
  i | i
CC1(C)O[C@@H]2C[C@H]3[C@@H]4CCC5=CC(=O)CC[C@]5(C)[C@@]4(F)[C@@H](O)C[C@]3(C)[C@]2(C(=O)CCl)O1
  nt | i
Cc1nc(Nc2cccc(F)c2)c2oc3ccccc3c2n1
  i | i
Cc1cc(C)c(S(=O)(=O)N2CCc3ccccc32)c(C)c1
  i | i

# Value order – KCNQ2 inh | CHT block
COc1ccc(C2(CNC(C)=O)CCCC2)cc1OC
  i | i
CC(C)(C)OC(=O)N/N=C\c1ccc[nH]1
  i | i
CC(C)(C)C(=O)NC(=O)Nc1ccccc1C(F)(F)F
  i | i
COc1ccc(NC(=O)c2sccc2C)cn1
  i | i
Cc1cnc(=O)[nH]c1SCc1ccccc1F
  i | i
CCOc1ccc(/C=N/NC(=O)Cn2ccnc2C)cc1
  i | i
O=C(Nc1nncs1)c1ccc(S(=O)(=O)c2ccccc2)cc1
  i | i
COC(=O)c1cc(N=Nc2c(C)[nH]c3ccccc23)cc(C(=O)OC)c1
  i | i
Cc1cc(C)c(C)c(S(=O)(=O)N2CCN(C(=O)CCC(=O)N3CCOCC3)CC2)c1C
  i | i
O=C1CCC(=O)N1CNc1ccccn1
  i | i

# Value order – KCNQ2 inh | CHT block
COc1ccccc1N1CCN(CC(O)COc2ccc3c(c2)CCC3)CC1 (configuration not stated)
  i | i
CCC1COCCS(=O)(=O)N1Cc1ccc(Cl)cc1 (configuration not stated)
  i | i
COc1ccc(NC2=CC(=O)CC(C)(C)C2)cc1OC
  i | i
CCOC(=O)CSc1nc2c([nH]c3ccccc32)c(=O)n1C
  i | i
CCC(=C(c1ccc(OC)cc1)c1ccc(OC)cc1)c1cn(CC(O)CN2CCN(C)CC2)c2ccccc12 (configuration not stated)
  nt | i
COCC(C)n1c(SCC(=O)N2CCCCC2)nc2ccccc2c1=O (configuration not stated)
  i | i
COc1ccc(Oc2ccc(C(F)(F)F)cc2NC(=O)c2ccc(C)cc2)cc1
  -5.6* | i
O=C(O)C1CC=CCC1C(=O)Nc1ccc(S(=O)(=O)N2CCCc3ccccc32)cc1 (configuration not stated)
  i | i
S=c1[nH]nc(COc2cccc(Cl)c2)n1Cc1ccccc1
  i | i
O=C(O)CCC(NS(=O)(=O)c1ccc(-c2ccccc2)cc1)C(=O)O (configuration not stated)
  i | i

# Value order – KCNQ2 inh | CHT block
COc1ccc(OC)c(C2=NOC(C(=O)N3CCCc4ccccc43)C2)c1 (configuration not stated)
  i | i
COc1ccc(N(CC(=O)N/N=C(\C)CCc2ccccc2)S(=O)(=O)c2ccc(C)cc2)cc1
  i | i
COc1ccc(CONS(=O)(=O)c2ccc(NC(C)=O)cc2)cc1Cl
  i | i
Cc1ccccc1CCNC(=O)Cn1nc(C)c2c(C)n(-c3ccccc3)nc2c1=O
  i | i
COCCn1c(-c2ccc(OC)cc2)cnc1SCC(=O)Nc1ccc(OC)cc1OC
  i | i
Cn1cc([N+](=O)[O-])c(C(=O)N/N=C\c2c[nH]c3ccccc23)n1
  i | i
Cc1ccc(S(=O)(=O)NN=C2C3CC4CC(C3)CC2C4)cc1[N+](=O)[O-]
  i | i
O=C(OCC(=O)N1CCOCC1)c1ccc2c(c1)OCCO2
  i | i
CS(=O)(=O)Cc1ccc(C(=O)NC(c2ccccc2)c2ccccc2)cc1
  i | i
O=c1ccnc(Nc2ccc(Cl)cc2)[nH]1
  i | i
Cc1ccc(/C=N/Nc2cccc(C(=O)O)c2)s1
  i | i
CCNC(=O)Cn1cnc2c1c(=O)n(C)c(=O)n2C
  i | i
O=C(Nc1ccc(Cl)cc1)Nc1ccc(N2CCOCC2)cc1
  i | i

# Screening results: PubChem, Johns Hopkins Ion Channel Center
